From PubChem BioAssay
IDE act: IDE (human) activation, cell-based; P14735; hit rate 0.073% among 340,000; HEK cells, FAbeta-B cleavage, fluorescence polarization; 0% vehicle, 100% cell-free pure enzyme wells; AID 493087; activation, % at 5.96 µM;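 active means activation above the mean of all tested compounds plus 3 SD, set per screening campaign, cut at about 17% in these data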
SUMO HTRF inh: blocks human SUMOylation mediated by UBC9; AID 2006; HTRF SUMOylation assay, SAE1/SAE2 + UBC9, in vitro; inhibition, % at 35 µM; hit rate 0.36% among 290,000; in the data active means inhibition above about 50%, passing the limit was not always enough; further: strong numbers were not always called active
Target sequence (P63279 whole entry, looked up): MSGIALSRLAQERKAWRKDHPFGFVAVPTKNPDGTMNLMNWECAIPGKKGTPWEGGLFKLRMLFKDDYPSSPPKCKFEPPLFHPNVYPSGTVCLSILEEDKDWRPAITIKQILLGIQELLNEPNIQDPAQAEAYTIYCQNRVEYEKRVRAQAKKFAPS
PHOSPHO1 block: PHOSPHO1 (human) inhibition | Q8TCT1 | recombinant PHOSPHO1, absorbance phosphatase assay | inhibition, % at 13.3 µM | hit rate 1.1% among 290,000 | AID 1565; in the data active means inhibition above about 60%
Target sequence (Q8TCT1 whole entry, looked up): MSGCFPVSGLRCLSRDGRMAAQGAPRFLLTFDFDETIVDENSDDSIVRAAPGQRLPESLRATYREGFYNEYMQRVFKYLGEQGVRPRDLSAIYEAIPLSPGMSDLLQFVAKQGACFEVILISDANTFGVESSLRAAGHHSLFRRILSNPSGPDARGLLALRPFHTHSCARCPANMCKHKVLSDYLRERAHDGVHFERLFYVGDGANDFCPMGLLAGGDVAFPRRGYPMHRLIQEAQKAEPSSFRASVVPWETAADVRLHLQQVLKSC
FID counter: fluorescent intercalator displacement, NS3 helicase counter-screen; DNA fluorescent intercalator displacement, fluorescence; inhibition, % at 7.9 µM; hit rate 0.17% among 290,000; AID 1845; in the data active means inhibition above about 37%;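 further: 0% = vehicle and 100% = reference compound; higher means more ethidium bromide displaced from hairpin DNA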
IMP-1 inhibitor: blocks Pseudomonas aeruginosa IMP-1 metallo-beta-lactamase; purified IMP-1, nitrocefin hydrolysis, epi-absorbance fluorescence; inhibition, % at 5.6 µM; hit rate 0.45% among 290,000;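 active means inhibition above the mean plus 3 SD of all compounds in the same screening run, cut at about 4.5% in these data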;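 further: 0% = IMP-1 with DMSO and 100% = DMSO wells lacking enzyme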
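Assay system: purified recombinant IMP-1 beta-lactamase. Input: IMP-1 0.2 nM before substrate addition. Buffer or medium: Zinc- and detergent-supplemented HEPES buffer, pH 7.1. Schedule: 25 °C, 15 min preincubation, 25 min reaction. Signal: Epi-absorbance fluorescence, 480 nm excitation, 530 nm emission. Evaluation: percent inhibition from optical density relative to buffer-blank wells.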
p-CIP stab down: compounds decreasing mouse p/CIP protein stability; Q05BA5; F442A p/CIP-EGFP cells, EGFP fluorescence, 16 h; decrease of EGFP signal, % at 10 µM; hit rate 0.01% among 290,000;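 active means EGFP signal decrease of at least 30% at 10 µM or well 3 SD below plate mean, unless failing retest; inactive means the rest, including hits failing retest or dose response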; further: some compounds called inactive have numbers as strong as hits; many of its hits are not listed in these tables
VIM-2 inhibitor: inhibitors of Pseudomonas aeruginosa VIM-2 metallo-beta-lactamase | purified VIM-2, nitrocefin hydrolysis, epi-absorbance fluorescence | inhibition, % at 5.6 µM | hit rate 0.89% among 290,000 | AID 1527;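 active means inhibition above the mean of all tested compounds plus 3 SD, cutoff set per screening run, cut at about 7.5% in these data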;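 further: red hydrolysis product quenches plate fluorescence so inhibitors raise well fluorescence; 0% = enzyme with DMSO and 100% = DMSO without enzyme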
MEKK3 PB1 HTS: raises or lowers MEK5 binding to the human MEKK3 PB1 domain; hit rate 1.4% among 290,000; Q99759; binding response (% of control), % at 10 µM; bead-based flow cytometry, Alexa488-MEK5 binding to MEKK3; actives lie on both sides; 0 = blocked by unlabeled MEK5, 100 = vehicle; AID 1529;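 active means binding response more than 3 SD above or below the average of its plate-row segment, actives on both sides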;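 further: Alexa488 bead fluorescence after subtracting the streptavidin-only scavenger bead signal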
Target sequence (Q99759 whole entry, looked up, the tested form may be a part): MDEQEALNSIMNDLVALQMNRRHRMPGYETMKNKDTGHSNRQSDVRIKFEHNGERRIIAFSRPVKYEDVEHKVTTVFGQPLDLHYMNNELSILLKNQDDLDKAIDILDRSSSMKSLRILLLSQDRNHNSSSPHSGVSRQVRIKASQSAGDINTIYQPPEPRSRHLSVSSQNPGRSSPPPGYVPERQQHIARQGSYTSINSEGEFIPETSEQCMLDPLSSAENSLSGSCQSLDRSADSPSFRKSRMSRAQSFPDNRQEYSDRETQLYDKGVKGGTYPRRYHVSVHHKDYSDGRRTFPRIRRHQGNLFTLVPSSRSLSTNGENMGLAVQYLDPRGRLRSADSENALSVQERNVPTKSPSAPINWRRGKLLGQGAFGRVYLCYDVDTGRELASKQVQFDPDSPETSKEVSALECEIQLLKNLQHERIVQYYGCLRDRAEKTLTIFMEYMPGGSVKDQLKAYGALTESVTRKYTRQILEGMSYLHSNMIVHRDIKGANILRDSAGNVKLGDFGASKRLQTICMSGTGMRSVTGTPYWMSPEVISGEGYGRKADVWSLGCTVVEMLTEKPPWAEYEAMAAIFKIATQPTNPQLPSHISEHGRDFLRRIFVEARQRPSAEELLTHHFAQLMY
HCV NS3 hel inh: blocks Hepatitis C virus NS3 helicase unwinding; NS3 helicase DNA unwinding, Cy5 molecular beacon fluorescence; inhibition, % at 10.9 µM; hit rate 0.56% among 290,000; AID 1800;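 active means inhibition above the mean of all tested compounds plus 3 SD, set per campaign, cut at about 35% in these data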;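 further: 0% = DMSO wells and 100% = thioflavine S control wells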
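assay system = NS3 helicase fragment of HCV | buffer or medium = MOPS pH 6.5, MgCl2, DTT, Tween20, BSA | timing = 60 min unwinding reaction at 25 °C after ATP addition | signal = Cy5 beacon fluorescence read at start and 1 h | read-out basis = % inhibition of unwinding | control set = low DMSO, high thioflavine S at 110 µM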
Active calls of the source: *; . = no result given; [ ] = dose if it differs, or a comment. These rows are one share of the data (hit frequency here may not be typical).

canonical_smiles,IDE act,SUMO HTRF inh,PHOSPHO1 block,FID counter,IMP-1 inhibitor,p-CIP stab down,VIM-2 inhibitor,MEKK3 PB1 HTS,HCV NS3 hel inh
CCN1C(=O)C(CC(=O)Nc2ccc(OC)cc2)N(CCc2ccccc2)C1=S (stereo not given),4,-11,-5,-19,-2.0,-1,-1.6,112,-4
NC(=O)c1ncc(C(F)(F)F)cc1Cl,0,-2,49,-1,-0.4,5,-0.6,101,-17
COCCCNC(=O)/C(C#N)=C/c1c(N2CCN(c3cccc(Cl)c3)CC2)nc2c(C)cccn2c1=O,-3,8,24,-27,-1.3,-5,-1.3,103,-31
O=P(O)(COc1ccccc1)COc1ccccc1,6,16,37,2,-2.0,-4,-1.9,95,3
COc1ccc(COC(=O)N/N=C(\C)CC(=O)Nc2ccc(Cl)cn2)cc1,.,10,20,-15,-0.5,-7,0.1,107,1
COC(=O)c1cc(NC(=O)N2c3ccccc3Sc3ccccc32)cc(C(=O)OC)c1,3,-35,19,-3,-1.0,3,0.7,96,-5
CC(C)C(OC(=O)c1ccco1)C(=O)NCc1ccc2c(c1)OCO2 (stereo not given),0,4,28,-5,-0.8,3,-1.5,103,4
CCOC(=O)N1CCN(C(=O)CN(c2cc(Cl)ccc2OC)S(=O)(=O)c2ccccc2)CC1,4,16,-16,-35,-2.0,-8,-2.1,98,2
COc1ccc(CN2CCN(C(=O)c3cccc(OC)c3OC)CC2)cc1OC,1,17,-10,-6,1.7,-5,-0.5,94,-5
Cc1ccc(SCC(=O)Nc2cccc(-c3nnc(-c4ccco4)o3)c2)cc1,2,-2,-2,-6,-1.7,0,-1.9,97,2
O=C(Cn1ncc2c1-c1ccccc1OC2)Nc1ccc(Cl)cn1,-5,-8,2,-13,-1.5,5,-0.5,100,-12
Brc1cc2c(cc1/C=N/Nc1nc(N3CCCC3)nc(N3CCOCC3)n1)OCO2,-3,-10,7,-11,-1.8,-10,-4.2,106,-7
Cc1cccc(Nc2c([N+](=O)[O-])c(=O)oc3ccccc23)c1,-1,-26,38,1,-2.6,1,3.1,78,20
CC(C)NC(=O)Cn1cc(C(=O)COc2ccccc2)c2ccccc21,-2,-16,13,6,-4.6,-7,-5.7,99,8
CC1CN(C(=O)c2ccc(COc3ccc(C(C)C)cc3)o2)CC(C)O1 (stereo not given),-2,-11,-6,-37,-1.8,2,-3.0,99,-1
CCC(=O)N1CCc2cc(S(=O)(=O)CCC(=O)N3CCN(c4ccccc4)CC3)ccc21,-3,3,7,-35,-1.9,4,1.6,101,4
COc1ccccc1NS(=O)(=O)c1ccc(C(=O)OCC(=O)NCc2ccco2)cc1,-1,6,28,-14,-1.9,-11,-0.5,106,7
Cc1sc(NC(=O)CCCC(=O)O)c(C(N)=O)c1-c1ccccc1,5,-2,-20,-20,-2.0,1,1.1,99,-17
O=C(CNS(=O)(=O)c1cccc2nsnc12)NCc1ccc(Cl)cc1,8,0,-22,-1,-4.1,-18,-0.9,118,3
NC(=O)c1c(Nc2nc3c(F)cccc3s2)sc2c1CCCC2,-21,15,0,-12,-0.7,-9,-0.7,105,33

Entries of single compounds, looked up by structure. Screens in order: IDE act | SUMO HTRF inh | PHOSPHO1 block | FID counter | IMP-1 inhibitor | p-CIP stab down | VIM-2 inhibitor | MEKK3 PB1 HTS | HCV NS3 hel inh
Results for CCOC(=O)N1CCN(C(=O)CN(c2cc(Cl)ccc2OC)S(=O)(=O)c2ccccc2)CC1 : 4 | 16 | -16 | -35 | -2.0 | -8 | -2.1 | 98 | 2
Results for Brc1cc2c(cc1/C=N/Nc1nc(N3CCCC3)nc(N3CCOCC3)n1)OCO2 : -3 | -10 | 7 | -11 | -1.8 | -10 | -4.2 | 106 | -7

(next part)
canonical_smiles,IDE act,SUMO HTRF inh,PHOSPHO1 block,FID counter,IMP-1 inhibitor,p-CIP stab down,VIM-2 inhibitor,MEKK3 PB1 HTS,HCV NS3 hel inh
O=S(=O)(NC1CCCC1)c1ccc(S(=O)(=O)N(Cc2cccs2)CC2CCCO2)cc1 (stereo not given),-2,16,14,-20,-1.8,-10,-3.3,1.0*[inhibitor],0
Clc1ccc2nc(COc3ccccc3)[nH]c2c1,-2,-3,14,-4,-3.4,2,-5.2,101,6
CN1c2ccccc2C(O)=C(C(=S)Nc2ccc(F)c(Cl)c2)S1(=O)=O,2,8,18,0,0.2,-11,0.5,130*,12
O=S(=O)(Nc1cc(Cl)ccn1)c1ccc(Cl)cc1,5,15,-5,0,-4.7,-10,-3.6,101,14
CSC(=NC#N)N1CCN(c2ccc([N+](=O)[O-])cc2)CC1,4,10,41,2,-0.8,-17,2.4,96,11
Cc1cc(Oc2ccccc2)nc(SCC(=O)Nc2ccccc2)n1,5,6,9,-18,-4.1,1,-5.5,100,-1
O=C(c1cc(COc2ccc(F)cc2Cl)on1)N1CCCC(c2ccccc2)C1 (stereo not given),2,-6,43,-8,-2.3,-7,-2.6,102,-10
CCCOP(=O)(OCCC)c1nc(-c2ccccc2)oc1NCc1ccccc1,0,21,-5,-15,-1.5,6,-2.7,100,4
O=C(C[C@H]1C(=O)N(CCc2ccccc2)C[C@@H]1Cc1ccccc1)Nc1ccccc1,-2,-10,-7,-49,-0.6,-8,2.3,98,0
CCc1ccc(NC(=S)N2CCCC(C(F)(F)F)C2)cc1 (stereo not given),10,12,30,-3,-1.2,4,-1.6,101,-1
C(#CC1CCCC1)c1ccc2c(c1)COc1c3ccccc3nn1-2,5,-3,26,.,.,-4,.,100,.
CCCCn1c(SCC(N)=O)nnc1-c1cc(OC)c(OC)c(OC)c1,.,11,-29,-14,-1.7,-7,-0.8,106,-1
CCOc1ccc2ccccc2c1/C=N/NC(=O)CNC(=O)C(c1ccccc1)c1ccccc1,3,-7,1,-3,-2.1,-6,-3.5,97,-29
O=C(Nc1ccc(N2CCCCC2)cc1)c1ccc(F)cc1F,1,16,24,-10,-1.7,-10,-0.9,99,-12
OC(CN1C2=NCCN2c2ccccc21)c1ccccc1 (stereo not given),-1,9,4,1,-1.1,13,-1.8,95,1
CC(=O)c1ccc(NC(=O)C2CCN(S(=O)(=O)c3ccc4c(c3)N(C(C)=O)CCO4)CC2)cc1,2,10,-4,-45,-2.3,2,0.7,105,-6
C/C(CC(=O)Nc1ccc(C)c(Cl)c1)=N\NC(=O)Cc1ccccc1,3,-4,-14,-5,-3.3,-5,-4.3,105,4
CCOc1cc(/C=C\[N+](=O)[O-])ccc1OCC(=O)N1CCOCC1,-7,6,20,6,-1.7,3,1.1,107,0
Cc1ccc(C)c(NC(=O)c2cc(-c3cc(C)ccc3O)n[nH]2)c1,4,-7,36,-10,0.0,-8,0.3,100,-6
O=C(CN1CC(=O)Oc2ccccc21)NCc1ccco1,0,0,11,2,-2.7,-4,0.9,104,1

Five compounds already listed, arranged by length of the SMILES, lowest first:
canonical_smiles,IDE act,SUMO HTRF inh,PHOSPHO1 block,FID counter,IMP-1 inhibitor,p-CIP stab down,VIM-2 inhibitor,MEKK3 PB1 HTS,HCV NS3 hel inh
OC(CN1C2=NCCN2c2ccccc21)c1ccccc1 (stereo not given),-1,9,4,1,-1.1,13,-1.8,95,1
CCCCn1c(SCC(N)=O)nnc1-c1cc(OC)c(OC)c(OC)c1,.,11,-29,-14,-1.7,-7,-0.8,106,-1
O=C(c1cc(COc2ccc(F)cc2Cl)on1)N1CCCC(c2ccccc2)C1 (stereo not given),2,-6,43,-8,-2.3,-7,-2.6,102,-10
O=S(=O)(NC1CCCC1)c1ccc(S(=O)(=O)N(Cc2cccs2)CC2CCCO2)cc1 (stereo not given),-2,16,14,-20,-1.8,-10,-3.3,1.0*[inhibitor],0
CC(=O)c1ccc(NC(=O)C2CCN(S(=O)(=O)c3ccc4c(c3)N(C(C)=O)CCO4)CC2)cc1,2,10,-4,-45,-2.3,2,0.7,105,-6

The listing continues:
canonical_smiles,IDE act,SUMO HTRF inh,PHOSPHO1 block,FID counter,IMP-1 inhibitor,p-CIP stab down,VIM-2 inhibitor,MEKK3 PB1 HTS,HCV NS3 hel inh
c1ccc(C(Cc2nc(-c3ccncc3)no2)c2ccccc2)cc1,-2,-6,-3,-28,-3.0,-13,-2.9,.,-8
O=C(Nc1ccccc1C(=O)N1CCNCC1)c1ccco1,.,2,-8,0,-1.6,-2,0.8,108,-3
CC1(C)Cc2c(sc3c2c(N)nc(=S)n3Cc2ccc(Br)cc2)CO1,7,0,12,-1,-2.5,-14,-1.1,98,3
COc1ccc(NS(=O)(=O)c2ccc(NC(=S)NC(=O)C(C)C)cc2)cc1,-1,-20,-12,-4,0.8,-3,-1.9,97,-13
O=C(c1cc2nc(-c3ccco3)cc(C(F)(F)F)n2n1)N1CCN(c2ccc(F)cc2)CC1,0,8,12,-20,-3.3,-4,-0.5,100,10
Cc1ccc(C(C#N)c2ccc3c(C(F)(F)F)cc(C(F)(F)F)nc3n2)cc1 (stereo not given),6,4,4,2,-1.2,-2,-0.1,112,2
O=C(Nc1ccc(C(=O)NCCCN2CCN(c3ccccc3)CC2)cc1)C1=CSCCO1,7,-1,12,25,-3.0,0,-1.3,100,-25
Cc1[nH]c2ccccc2c1C(=O)CSc1nc2ccccc2[nH]1,-3,10,38,0,-1.1,-4,-1.3,100,-7
Cc1nnc(OCC(=O)NCCC2=CCCCC2)c2ccccc12,2,23,-14,-2,0.7,-9,-0.9,101,-1
Cc1ccc(/C=N/NC(=O)c2nnn(-c3nonc3N)c2-c2ccccc2)o1,3,5,40,-24,-3.9,4,-3.1,102,-1
CN(C)S(=O)(=O)c1ccc(C(=O)NCc2ccccn2)cc1,4,1,62*,-2,-4.4,0,-2.7,104,1
O=C(O)Cc1coc2cc3c(cc12)CCC3,3,24,37,-11,-1.9,-6,-0.4,101,17
CC(C)(C)OC(=O)N1CCC[C@H]1C(=O)O,4,18,-41,-2,-1.2,0,0.2,98,5
CCc1ccc(CNC(=O)C2CCCN(c3nc4ccccc4o3)C2)cc1 (stereo not given),5,7,7,-23,-4.5,-6,-7.0,98,1
O=C(Nc1ccc2nc3ccccc3nc2c1)c1ccccc1,-2,26,1,5,-1.8,-14,0.6,124,-1
CCn1c(Oc2ccccc2F)nc2c1c(=O)n(C)c(=O)n2C,1,-14,.,-16,-3.1,-2,-2.2,108,5
CC(=O)c1ccc(N2CCN(c3ccc(S(=O)(=O)NCCN(C)C)cc3[N+](=O)[O-])CC2)cc1,4,-12,4,26,-0.9,4,5.3,84,-83
